Jurkat NFkB inh: inhibitors of induced NF-kB luciferase reporter, primary screen, TCR NF-kB activation inhibitor project, cell-based, luminescence, uHTS; Jurkat, PMA/ionomycin-induced NF-kB luciferase reporter; 330,000 compounds, 0.53% hits; inhibition, % at 4 µM; AID 435003, 2010; in the data active means inhibition above about 50%
TIM10 inh: growth inhibitors of isogenic TIM10 control yeast, primary screen, counter-screen for tim10-1 yeast inhibitor project, luminescence, uHTS. S. cerevisiae TIM10 strain growth, BacTiter-Glo luminescence, 24 h. inhibition, % at 10 µM. 330,000 compounds, 1.4% hits;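 active means inhibition of 40% or more at the single tested concentration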;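 further: wild-type TIM10 isogenic control strain grown at permissive 25 °C; 0% = DMSO yeast wells and 100% = minimal medium wells without yeast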
tim10-1 inh: growth inhibitors of tim10-1 mutant yeast, primary screen, luminescence, uHTS | S. cerevisiae tim10-1 ts strain growth, BacTiter-Glo, 24 h | inhibition, % at 20 µM | 330,000 compounds, 2.2% hits;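 active means inhibition of at least 40%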;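 further: mutant grown at 25 °C; 0% = DMSO wells with yeast and 100% = wells holding no yeast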
UPR XBP1 act: activators of adaptive XBP1 UPR arm, primary screen, cell-based, CHO-XBP1 luciferase reporter, luminescence, uHTS. AID 463104, 2010. activation, % at 20 µM. IRE1-XBP1 UPR activation; percent of tunicamycin response, DMSO as zero. 330,000 compounds, 0.33% hits;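 active means versus positive control, 20 µM dose yields 30% or more activation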;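 further: 100% = tunicamycin at 10 µg/mL and 0% = DMSO only wells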
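Material: CHO cell line with stable XBP1 luciferase reporter; buffer or medium: F12 medium containing 10% fetal bovine serum; compound: single point, 20 µM final compound, 1% DMSO; incubation: 6 h treatment, 37 °C; measured by: glow luminescence from Steady-Glo reagent; evaluation: activation, % of tunicamycin; control set: tunicamycin high, DMSO low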
697 NFkB inh: inhibitors of PMA/ionomycin-induced NF-kB reporter, 697 cells, primary screen, B-cell NF-kB inhibitor project, cell-based, luminescence, uHTS; 697 B-cell NF-kB luciferase reporter, 16 h; inhibition, % at 4 µM; 330,000 compounds, 0.33% hits; in the data active means inhibition above about 35%
UPR CHOP act: activators of apoptotic CHOP UPR arm, primary screen, cell-based, CHO-CHOP luciferase reporter, luminescence, uHTS; UPR activation; percent of tunicamycin response over DMSO baseline; activation, % at 10 µM; 330,000 compounds, 0.34% hits; AID 449763, 2010;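 active means at 10 µM dose, activation of 40% or more, normalized to positive control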;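 further: 100% = tunicamycin at 10 µg/mL and 0% = DMSO alone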
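assay system = CHO CHOP reporter cells | amount = 500 CHO-CHOP cells per well | buffer or medium = F12 with 10% FBS | incubation = 16-18 h cell attachment, then 6 h compound exposure, 37 °C | detection = luminescence read with Steady-Glo | read-out = percent activation relative to tunicamycin control | controls = tunicamycin high control, DMSO low control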
tim23-1 inh: growth inhibitors of tim23-1 mutant yeast, primary screen, luminescence, uHTS; S. cerevisiae tim23-1 growth, BacTiter-Glo luminescence, 24 h; inhibition, % at 20 µM; 330,000 compounds, 1.3% hits; AID 463212, 2010;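 active means growth inhibition of the mutant yeast at or above 50%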;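 further: temperature-sensitive mutant grown at 25 °C; plate controls were DMSO-treated mutant yeast for no effect and medium wells lacking yeast for full effect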
Mdm2-MdmX inh: inhibitors of human Mdm2-MdmX association, primary screen, cell-based, luminescence, split luciferase, SaOS-2, uHTS | Protein Mdm4 (Homo sapiens) + E3 ubiquitin-protein ligase Mdm2 (Homo sapiens), … | 330,000 compounds, 3% hits | inhibition, % at 8 µM | SaOS-2 split-luciferase Mdm2/MdmX complementation;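 active means inhibition of at least 50% at 8 µM in the primary screen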
Target sequence (O15151 whole entry, looked up): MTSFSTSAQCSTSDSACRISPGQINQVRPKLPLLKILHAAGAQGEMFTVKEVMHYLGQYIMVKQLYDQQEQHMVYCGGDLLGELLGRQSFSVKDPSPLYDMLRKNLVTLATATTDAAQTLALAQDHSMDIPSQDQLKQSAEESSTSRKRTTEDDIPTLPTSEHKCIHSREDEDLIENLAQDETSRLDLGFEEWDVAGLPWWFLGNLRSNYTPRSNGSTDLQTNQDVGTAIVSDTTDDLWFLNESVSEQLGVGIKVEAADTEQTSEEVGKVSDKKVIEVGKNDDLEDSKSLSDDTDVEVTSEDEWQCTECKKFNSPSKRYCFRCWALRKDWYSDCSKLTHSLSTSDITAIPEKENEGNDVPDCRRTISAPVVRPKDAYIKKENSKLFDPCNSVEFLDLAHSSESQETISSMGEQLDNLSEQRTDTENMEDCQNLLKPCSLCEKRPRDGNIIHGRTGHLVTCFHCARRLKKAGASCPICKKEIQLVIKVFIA
Target sequence (Q00987 whole entry, looked up): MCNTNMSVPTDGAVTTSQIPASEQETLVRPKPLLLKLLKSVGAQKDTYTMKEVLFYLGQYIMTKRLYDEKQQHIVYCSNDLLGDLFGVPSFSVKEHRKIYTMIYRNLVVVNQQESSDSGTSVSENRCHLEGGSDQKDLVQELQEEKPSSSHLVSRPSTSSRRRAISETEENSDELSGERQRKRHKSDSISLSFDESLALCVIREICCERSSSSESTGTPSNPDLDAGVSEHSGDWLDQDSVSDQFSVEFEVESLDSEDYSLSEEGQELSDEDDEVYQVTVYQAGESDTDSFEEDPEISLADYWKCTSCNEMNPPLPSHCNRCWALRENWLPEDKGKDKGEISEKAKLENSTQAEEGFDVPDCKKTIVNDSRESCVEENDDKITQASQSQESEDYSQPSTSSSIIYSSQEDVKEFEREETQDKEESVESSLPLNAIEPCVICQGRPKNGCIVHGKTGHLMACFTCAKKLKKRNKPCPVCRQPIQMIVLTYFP
Starred values were filed as active, the others as inactive.

Labels used below – A = Jurkat NFkB inh; B = TIM10 inh; C = tim10-1 inh; D = UPR XBP1 act; E = 697 NFkB inh; F = UPR CHOP act; G = tim23-1 inh; H = Mdm2-MdmX inh
NC(=O)C1CCN(CC(O)COc2ccc(-c3ccccc3)cc2)CC1 (stereo not drawn)
  A = -4	B = -12	C = 9	D = -3	E = 0	F = 0.8	G = 1	H = 7
OC(CNCc1ccco1)Cn1c2ccccc2c2ccccc21 (stereo not drawn)
  A = -1	B = 27	C = 33	D = -2	E = -2	F = 2.0	G = 11	H = 23
O=C(CC1SC(=Nc2ccccc2)N(CCc2ccccn2)C1=O)Nc1ccc(F)cc1 (stereo not drawn)
  A = -7	B = 24	C = 16	D = -2	E = -7	F = 1.6	G = 13	H = 8
CCN(CC)CCN1C(=O)C(=O)/C(=C(/O)c2ccc(S(=O)(=O)N3CCOCC3)cc2)C1c1ccc(C(C)C)cc1 (stereo not drawn)
  A = -2	B = -2	C = 5	D = -5	E = 1	F = -0.1	G = 7	H = 23
CN(C(=O)c1ccc(COc2ccccc2Br)o1)c1ccccc1
  A = 21	B = 39	C = 31	D = 0	E = -17	F = 1.7	G = 37	H = -5
N#Cc1ccccc1S(=O)(=O)N1CCN(CC(=O)Nc2ccccc2C(=O)NC2CC2)CC1
  A = 2	B = -11	C = -9	D = 0	E = 0	F = -1.0	G = -3	H = -21
CCOc1ccccc1NC(=O)/C=C/c1ccc(S(=O)(=O)N2CCOCC2)cc1
  A = 12	B = 17	C = 25	D = -3	E = 17	F = 0.5	G = 39	H = 23
Cc1cc(-c2n[nH]c(=S)n2/N=C/c2cccs2)n[nH]1
  A = 6	B = 6	C = 1	D = -3	E = 0	F = -1.5	G = 8	H = 18
O=C(CSc1nnc(C2CC2)n1-c1ccccc1)N1CCCC1
  A = -6	B = 0	C = 9	D = 0	E = 8	F = -0.5	G = 1	H = 20
Fc1ccc(OCCCCCN2CCCC2)cc1
  A = -18	B = 3	C = 4	D = -1	E = -4	F = 0.3	G = -6	H = 19
Cc1ccc(CN2CCNC(=O)C2CC(=O)NCCCn2cccn2)o1 (stereo not drawn)
  A = 0	B = -4	C = 9	D = -1	E = 2	F = -0.1	G = -6	H = -30
COc1ccc(CCC(=O)Nc2ccc(N3CCOCC3)cc2)cc1
  A = -19	B = -13	C = 5	D = 0	E = -5	F = 2.2	G = 5	H = -3
CSc1ncc(Sc2ccccc2)c(C(=O)O)n1
  A = 7	B = -14	C = -10	D = -3	E = 8	F = -0.2	G = 15	H = 9
CC(=O)c1c(C)[nH]c(C(=O)OCC(=O)NCCc2ccc(F)cc2)c1C
  A = 8	B = -3	C = 1	D = -3	E = -32	F = -3.1	G = 1	H = 22
Cc1ccc(/C=C2/NC(=O)[C@H](C)NC2=O)cc1
  A = -18	B = 1	C = 35	D = -5	E = -5	F = 1.5	G = 20	H = -16
Cc1ccc(-c2nc3ncccn3c2Nc2ccc3c(c2)OCCO3)o1
  A = -17	B = 19	C = 20	D = 0	E = -9	F = 3.8	G = 19	H = -6
C[C@@H](CO)NC(=O)c1ccc2c3n(nc2c1)-c1ccc(Cl)cc1CO3
  A = -61	B = 7	C = 0	D = 1	E = -97	F = 1.8	G = 15	H = -100
CC(C)(C)c1[nH]nc2c1C(c1ccncc1)C(C#N)=C(N)O2 (stereo not drawn)
  A = 13	B = 1	C = 1	D = 0	E = 18	F = -0.9	G = -8	H = -5
COc1ccc([N+](=O)[O-])cc1NS(=O)(=O)c1cccc(C(=O)NCCCN2CCCC2=O)c1
  A = -2	B = -14	C = -4	D = -2	E = 11	F = -0.3	G = 8	H = 22
Cc1cc(C)cc(C(=O)NCC(=O)OCC(=O)N(C)C2CCS(=O)(=O)C2)c1 (stereo not drawn)
  A = 18	B = -9	C = 8	D = -1	E = 0	F = -0.1	G = 17	H = 11
O=C(NCCc1ccccc1)c1c[nH]c2c(F)cccc2c1=O
  A = -17	B = 1	C = 17	D = -2	E = -23	F = 10	G = 23	H = -11
Cc1ccc(NC(=O)COC(=O)CC2SC(N3CCCC3)=NC2=O)cc1 (stereo not drawn)
  A = 6	B = 9	C = -7	D = 3	E = 2	F = 1.0	G = 12	H = -4
O=C(N=C1SC2CS(=O)(=O)CC2N1Cc1ccccc1)C1CCCO1 (stereo not drawn)
  A = 8	B = -1	C = 20	D = -5	E = 12	F = 2.7	G = 17	H = 8
COc1cc(C)c(CN2CCC(Oc3ccc(C(=O)N4CCCC4)cc3)CC2)cc1C
  A = -3	B = -6	C = 2	D = -6	E = 10	F = -1.4	G = 8	H = -8
CCCCn1c(N)c(N(CC(C)C)C(=O)CC2OC(=O)c3ccccc32)c(=O)[nH]c1=O (stereo not drawn)
  A = 6	B = 5	C = 14	D = -2	E = 17	F = 1.0	G = 14	H = 5

(cont.)
structure | Jurkat NFkB inh | TIM10 inh | tim10-1 inh | UPR XBP1 act | 697 NFkB inh | UPR CHOP act | tim23-1 inh | Mdm2-MdmX inh
Cc1ccccc1OCC(=O)Nc1ccc(N2CCN(S(C)(=O)=O)CC2)cc1 | 16 | 14 | 9 | 3 | 7 | 0.1 | 16 | 19
CCOc1ccc(N(CC(=O)NN=C2CCN(C)CC2)S(C)(=O)=O)cc1 | 1 | 10 | 1 | -1 | 7 | 1.5 | -2 | -1
CCOc1ccc(C(C(=O)NCCOC)N(CCOC)C(=O)CCC(=O)Nc2ccccn2)cc1 (stereo not drawn) | 10 | -12 | 11 | -2 | 6 | 0.1 | 15 | 9
COc1cccc(/C=C/C(=O)Nc2ccc3nc4n(c(=O)c3c2)CCCC4)c1OC | 2 | 6 | 12 | 20 | 5 | 0.3 | -3 | 33
Cc1ccc(S(=O)(=O)N2CCN(C(=O)c3sccc3-c3ccccc3)CC2)cc1 | -10 | 14 | 23 | -3 | 21 | 1.2 | 31 | 7
O=C(Nc1ccc(S(=O)(=O)NCc2cccnc2)cc1)c1ccccc1Cl | 22 | 6 | 11 | -1 | -9 | 0.6 | 4 | 25
O=C(CSc1ccc(F)cc1)N1CCN(S(=O)(=O)c2ccccc2)CC1 | 10 | -3 | -5 | -1 | -6 | -1.6 | 24 | -12
CCc1nc2cccnc2n1-c1ccc(CC(=O)NCCOC)cc1 | 10 | 0 | 3 | -1 | -15 | -2.3 | -9 | 0
C/C(=N\NC(=O)c1ccc(Cn2cc([N+](=O)[O-])cn2)o1)c1cccc(NC(=O)c2cccnc2)c1 | -13 | -12 | 0 | 2 | -12 | 0.6 | 2 | -10
CSc1ccc(/C=N\NC(=O)CNc2ccc(C)cc2)cc1 | -1 | 10 | 4 | -4 | 5 | 3.3 | 21 | -26
CSc1ccccc1C(=O)NCCSc1ccccc1 | -11 | 10 | 26 | 2 | 11 | 5.0 | 32 | -32
Cn1c(-c2ccc(N)cc2)nc2ccccc21 | -74 | 6 | -11 | 2 | -61 | 4.5 | 3 | -44
Cn1ncc2c1ncn1nc(COc3ccc4ccccc4c3)nc21 | 18 | 5 | -6 | -3 | 6 | 1.6 | 0 | 0
Cc1ccc(NC(=O)c2ccccc2CCc2ccccc2)c(C)c1 | 9 | 18 | 8 | -1 | -1 | -0.6 | 10 | -9
NC(=O)c1sc2nc(N3CCOCC3)c3c(c2c1N)CCCC3 | -3 | 16 | 28 | 0 | 19 | 0.3 | 22 | 7
COc1ccc(S(=O)(=O)N2CCOC2CNC(=O)C(=O)NCCN(C)C)cc1 (stereo not drawn) | -2 | -3 | 8 | -1 | -43 | 0.8 | -7 | -16
O=C(O)CC(c1cccc(Cl)c1)n1cccc1 (stereo not drawn) | 11 | 10 | 7 | 1 | 7 | -0.3 | 38 | 10
C[C@H]1CCC(=O)N(CCSc2ccc(Br)cc2)CC1 | -29 | 9 | 16 | 3 | -16 | 2.9 | 43 | -61
Cc1nc(N2CCOCC2)nc(OCCN2CCOCC2)c1[N+](=O)[O-] | -15 | -9 | -14 | 1 | -18 | -3.5 | -7 | -44
CCCN1CCC(=O)N(CCOc2ccccc2)CC1 | 4 | 18 | -8 | 1 | -5 | -1.8 | 16 | -2
O=C(c1cn(-c2ccccc2)nc1-c1ccccc1)N1CCN(c2ccccn2)CC1 | 27 | 14 | 2 | 1 | -12 | 3.4 | 28 | 29
CC(C)(C)NCC(=O)N/N=C/c1ccc(OCc2ccccc2)cc1 | -41 | 3 | 24 | -1 | -13 | -0.9 | 10 | -22
CCOc1cc(-c2nnc(NC(=O)C3=COCCO3)o2)cc(OCC)c1OCC | 10 | 3 | 6 | -2 | 6 | 0.8 | 11 | 2
CCc1ccc(Nc2cc(C)nc3ncnn23)cc1 | 8 | 5 | 18 | -1 | 12 | 3.0 | 30 | 41
CC(C)CN(CC(C)C)S(=O)(=O)N1CCC(C(=O)NCc2ccc3c(c2)OCO3)CC1 | 1 | 17 | 11 | -5 | -13 | -0.3 | 34 | 5
C=C1c2ccccc2NC(=O)N1c1ccc(OC)cc1 | -23 | 6 | -5 | 4 | -26 | -0.3 | 10 | 2
CCCCn1c(N)c(N(CCC(C)C)C(=O)c2[nH]c(C)c(C(=O)OCC)c2C)c(=O)[nH]c1=O | -3 | 7 | 12 | -2 | 10 | 0.0 | 7 | -28

Some of the entries so far, with values under each structure:
Screens in order: Jurkat NFkB inh	TIM10 inh	tim10-1 inh	UPR XBP1 act	697 NFkB inh	UPR CHOP act	tim23-1 inh	Mdm2-MdmX inh
- CCCN1CCC(=O)N(CCOc2ccccc2)CC1
→ 4	18	-8	1	-5	-1.8	16	-2
- O=C(c1cn(-c2ccccc2)nc1-c1ccccc1)N1CCN(c2ccccn2)CC1
→ 27	14	2	1	-12	3.4	28	29
- CC(C)(C)NCC(=O)N/N=C/c1ccc(OCc2ccccc2)cc1
→ -41	3	24	-1	-13	-0.9	10	-22
- CCOc1cc(-c2nnc(NC(=O)C3=COCCO3)o2)cc(OCC)c1OCC
→ 10	3	6	-2	6	0.8	11	2
- CCc1ccc(Nc2cc(C)nc3ncnn23)cc1
→ 8	5	18	-1	12	3.0	30	41
- CC(C)CN(CC(C)C)S(=O)(=O)N1CCC(C(=O)NCc2ccc3c(c2)OCO3)CC1
→ 1	17	11	-5	-13	-0.3	34	5
- C=C1c2ccccc2NC(=O)N1c1ccc(OC)cc1
→ -23	6	-5	4	-26	-0.3	10	2
- CCCCn1c(N)c(N(CCC(C)C)C(=O)c2[nH]c(C)c(C(=O)OCC)c2C)c(=O)[nH]c1=O
→ -3	7	12	-2	10	0.0	7	-28

Compound activity: PubChem, Sanford-Burnham Center for Chemical Genomics
